Bioassay records: PubChem BioAssay, several laboratories
PERK inhibitor = human PERK inhibition, primary cell-based screen; CHO PERK-DD fusion, SEAP luminescence translation reporter; inhibition, % at 5.6 µM; hit rate 0.17% among 220,000;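 active = inhibition above the mean inhibition of all tested compounds plus 3 SD, set separately per screening campaign, cut at about 2.9% in these data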;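 also: PERK kinase domain activated by AP20187 dimerizer at 100 nM; 0% = DMSO with dimerizer and 100% = rapamycin at 8.4 µM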
TNF death inh = inhibitors of TNF-alpha induced necroptosis in Jurkat FADD-/- cells; activation (protection from cell death), % at 10 µM; Jurkat FADD-/- TNF necroptosis rescue, ATP luminescence, 24 h; 0 = TNF only, 100 = no-TNF cells; hit rate 0.068% among 220,000;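 active = activation, meaning protection from cell death, of at least 50% relative to plate controls; inactive = activation below 50%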;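 also: necroptosis triggered by 40 ng/mL TNF-alpha added together with compound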
L929 necroptosis = L929 zVAD cell death inhibition; hit rate 0.38% among 220,000; viability rescue, % at 10 µM; L929 zVAD necroptosis rescue, ATP luminescence, 24 h; with zVAD 60 µM; AID 1377;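 active = activation, scaled between plate controls, above about 75%, limit read from the data; inactive = activation under that limit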;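 also: 0% = zVAD with DMSO and 100% = DMSO alone without zVAD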
Runt-SMMHC FRET = blocks binding of human RUNX1 Runt domain to CBFb-SMMHC; Cerulean-Runt/Venus-CBFb-SMMHC FRET ratio 530/480, 1 h; inhibition, % at 20 µM; hit rate 0.74% among 220,000;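 active = mean inhibition across duplicate retests at 20 µM reaching about 50%, limit read from the data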;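 also: 0% = DMSO wells and 100% = wells with excess untagged CBFb-SMMHC; inhibitors lower the FRET ratio by blocking Runt binding to CBFb-SMMHC; some results filed as inactive read as strong as hits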
Target sequence (Q01196 whole entry, looked up, the tested form may be a part): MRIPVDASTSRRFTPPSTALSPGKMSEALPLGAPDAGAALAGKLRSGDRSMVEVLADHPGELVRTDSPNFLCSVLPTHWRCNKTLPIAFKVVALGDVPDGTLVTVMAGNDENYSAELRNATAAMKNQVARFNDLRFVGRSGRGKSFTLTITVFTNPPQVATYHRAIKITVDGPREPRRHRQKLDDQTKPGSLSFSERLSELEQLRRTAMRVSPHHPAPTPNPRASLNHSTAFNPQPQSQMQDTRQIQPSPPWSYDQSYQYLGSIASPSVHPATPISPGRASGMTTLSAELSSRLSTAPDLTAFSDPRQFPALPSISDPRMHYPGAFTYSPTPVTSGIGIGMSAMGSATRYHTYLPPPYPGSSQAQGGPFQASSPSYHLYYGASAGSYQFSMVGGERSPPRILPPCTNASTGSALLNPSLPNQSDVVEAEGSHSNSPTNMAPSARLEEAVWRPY
Target sequence (Q13951 whole entry, looked up, the tested form may be a part): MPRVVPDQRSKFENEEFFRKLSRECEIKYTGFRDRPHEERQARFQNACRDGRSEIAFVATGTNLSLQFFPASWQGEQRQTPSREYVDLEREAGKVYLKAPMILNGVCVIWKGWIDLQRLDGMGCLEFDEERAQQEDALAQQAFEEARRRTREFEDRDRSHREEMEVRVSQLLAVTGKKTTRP
EP2 modulator = EP2 receptor (human) modulation; P43116; EP2-expressing cells, cAMP HTRF FRET, PGE2 co-stimulation; induction, % at 25 µM; hit rate 0.83% among 260,000; AID 940;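 active = compounds whose cAMP rise, as percent of the full-agonist control response, exceeds 60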;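 also: rat C6 glioma line stably carrying human EP2 under a CMV promoter; the protocol text gives 20 µM as final concentration; 100% = response of wells given 1 µM PGE2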
Target sequence (P43116 whole entry, looked up): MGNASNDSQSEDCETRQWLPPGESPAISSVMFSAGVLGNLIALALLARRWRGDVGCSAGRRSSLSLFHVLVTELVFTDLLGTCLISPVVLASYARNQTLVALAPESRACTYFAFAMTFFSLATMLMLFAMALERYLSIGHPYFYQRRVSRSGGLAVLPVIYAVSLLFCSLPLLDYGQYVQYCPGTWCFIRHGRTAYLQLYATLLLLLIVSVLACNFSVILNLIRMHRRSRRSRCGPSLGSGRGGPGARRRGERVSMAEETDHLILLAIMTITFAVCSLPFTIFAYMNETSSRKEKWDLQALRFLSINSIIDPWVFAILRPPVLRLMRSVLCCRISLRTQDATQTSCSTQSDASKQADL
RBBP9 inh = human RBBP9 hydrolase inhibition. recombinant RBBP9, FP-Rh probe fluorescence polarization. inhibition, % at 7.94 µM. hit rate 0.2% among 220,000;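 active = inhibition above the campaign mean of all tested compounds plus 3 SD, cut at about 14% in these data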;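 also: plate controls were DMSO wells with RBBP9 for no effect and wells lacking RBBP9 protein for full effect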
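Test system: recombinant human RBBP9; Timing: 30 min then 45 min, 25 °C; Detection: fluorescence polarization; Control set: RBBP9 with DMSO as uninhibited control, no-protein wells as full inhibition; Compound dosing: one concentration, 7.94 µM nominal, 0.794% DMSO; Probe or stimulus: FP-Rh activity-based probe, 375 nM before mixing.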
Runt-CBFb FRET = blocks binding of human RUNX1 Runt domain to CBFb. Cerulean-Runt/Venus-CBFb FRET ratio 530/480, 1 h. hit rate 0.46% among 220,000. Q01196+Q13951. inhibition, % at 20 µM;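 active = inhibition over about 50% at 20 µM in the single-dose screen, limit read from the data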;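 also: 0% = DMSO wells and 100% = excess unlabeled CBFb competitor control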
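Assay system: Cerulean-Runt domain fusion protein, energy donor; Signal: fluorescence energy transfer, 422 nm excitation, 530/480 nm emission; Timing: 1 h compound exposure, room temperature; Control set: unlabeled CBFb; Medium: Tris buffer pH 7.5 with salts and BSA; Compound: single test concentration of 20 µM, 1% DMSO final; Probe or stimulus: Venus-CBFb 100 nM.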
EP2 antag = inhibitors of human EP2 prostaglandin E2 receptor; P43116; inhibition, % at 25 µM; hit rate 0.52% among 260,000; C6 glioma cells expressing human EP2, cAMP TR-FRET; cells stimulated with saturating PGE2;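 active = percent inhibition above 40 after rounding to a whole number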;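 also: rat C6 glioma host cells with rolipram phosphodiesterase inhibitor present; the protocol text gives 20 µM as final concentration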
Hck Nef HTS = blocks Nef-activated human Hck kinase; P08631; Recombinant Hck-YEEI plus Nef, Z-Lyte FRET kinase assay; inhibition, % at 20 µM; hit rate 0.68% among 220,000; AID 463187;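 active = Hck-Nef kinase inhibition above about 50%, limit read from the data; inactive = inhibition below that limit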;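 also: 0% = DMSO with Hck plus Nef and 100% = Hck alone without Nef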
* = called active by the depositor. Not all compounds are listed; rates above refer to the full screens.

`NC(=O)CNC(=O)C1CCCc2c1[nH]c1ccc(Cl)cc21` (stereo unspecified) gave PERK inhibitor 1.4, TNF death inh -1.4, L929 necroptosis -0.5, Runt-SMMHC FRET -17.5, EP2 modulator -5.7, RBBP9 inh -4.9, Runt-CBFb FRET -2.3, EP2 antag 6.4 and Hck Nef HTS 2.7.
Screening Cc1nnc(NC(=O)CCSc2ccc(Cl)cc2)s1 returned PERK inhibitor 2.8, TNF death inh 0.8, L929 necroptosis 8.3, Runt-SMMHC FRET -3.1, EP2 modulator -9.0, RBBP9 inh 1.6, Runt-CBFb FRET 1.0, EP2 antag 9.8 and Hck Nef HTS -4.1.
CC(C)[C@@H]1C=C(C(=O)O)O[C@H](OCCCCO)C1 was read as TNF death inh 0.7, L929 necroptosis -0.9, Runt-SMMHC FRET 3.0, EP2 modulator 1.7, Runt-CBFb FRET -1.2, EP2 antag 9.5 and Hck Nef HTS 26.9.
`Cc1ccc(S(=O)(=O)N2CCOCC2)cc1NC(=O)CSc1nnc2cc(C)c3ccccc3n12` gave PERK inhibitor -1.4, TNF death inh 2.7, L929 necroptosis 0.0, Runt-SMMHC FRET 3.5, EP2 modulator -0.3, RBBP9 inh -8.8, Runt-CBFb FRET -6.9, EP2 antag 7.1 and Hck Nef HTS 2.7.
Screening Nc1nnc2c(n1)CCCC2 returned PERK inhibitor 0.1, TNF death inh -0.5, L929 necroptosis 0.1, Runt-SMMHC FRET 1.5, EP2 modulator 13.2, RBBP9 inh -3.3, Runt-CBFb FRET 5.3, EP2 antag 9.5 and Hck Nef HTS 2.1.
`CCOC(=O)C1CCN(Cc2ccccc2C(F)(F)F)CC1` gave PERK inhibitor 1.2, TNF death inh 2.5, L929 necroptosis 2.9, Runt-SMMHC FRET -4.1, EP2 modulator 33.6, RBBP9 inh -3.5, Runt-CBFb FRET -0.5, EP2 antag 7.7 and Hck Nef HTS -2.4.
`O=C(O)CC/C(=N\NC(=O)CNC(=O)/C=C/c1ccccc1)c1ccccc1` gave PERK inhibitor 1.3, TNF death inh 2.1, L929 necroptosis 0.0, Runt-SMMHC FRET -1.9, EP2 modulator 17.3, RBBP9 inh -1.0, Runt-CBFb FRET 0.9, EP2 antag 5.1 and Hck Nef HTS 19.4.
`CCCCNc1cc(Cl)nc(N)n1` gave PERK inhibitor 1.0, TNF death inh -2.9, L929 necroptosis 1.3, Runt-SMMHC FRET 8.1, EP2 modulator -11.2, RBBP9 inh -6.4, Runt-CBFb FRET 4.9, EP2 antag 11.1 and Hck Nef HTS -0.3.
Screening N#C/C(=C\c1ccc(O)c([N+](=O)[O-])c1)c1nc2ccccc2s1 returned PERK inhibitor 0.3, TNF death inh -2.5, L929 necroptosis 0.6, Runt-SMMHC FRET -24.1, EP2 modulator -79.7, RBBP9 inh -5.8, Runt-CBFb FRET -18.7, EP2 antag 10.8 and Hck Nef HTS 43.2.
Screening O=c1[nH]ncn2cccc12 returned PERK inhibitor 2.0, TNF death inh -0.4, L929 necroptosis -0.3, Runt-SMMHC FRET -0.9, EP2 modulator -7.5, RBBP9 inh -3.8, Runt-CBFb FRET -0.8, EP2 antag 13.5 and Hck Nef HTS 0.2.
COc1cc2cc(C(c3nnnn3C3CCCCC3)N(C)C3CCCCC3)c(=O)[nH]c2cc1OC (stereo unspecified) was read as PERK inhibitor 0.5, TNF death inh -1.0, L929 necroptosis 2.7, Runt-SMMHC FRET -6.7, EP2 modulator 43.6, RBBP9 inh -1.1, Runt-CBFb FRET -0.7, EP2 antag 2.2 and Hck Nef HTS 0.6.
`COc1ccccc1C(=O)OCC(=O)NC(=O)NCc1ccccc1` gave PERK inhibitor -0.2, TNF death inh -0.5, L929 necroptosis 0.0, Runt-SMMHC FRET -2.5, EP2 modulator -6.5, RBBP9 inh -7.4, Runt-CBFb FRET -1.6, EP2 antag 4.7 and Hck Nef HTS -5.8.
Screening O=C(c1ccccc1)N1CCN(S(=O)(=O)N2CCOCC2)CC1 returned PERK inhibitor 0.1, TNF death inh 0.1, L929 necroptosis 1.8, Runt-SMMHC FRET -4.4, EP2 modulator 14.5, RBBP9 inh 1.1, Runt-CBFb FRET 1.3, EP2 antag 6.9 and Hck Nef HTS 9.3.
CCCCN(Cc1cc2ccccc2[nH]c1=O)S(C)(=O)=O was read as PERK inhibitor -0.1, TNF death inh 0.5, Runt-SMMHC FRET 3.8, EP2 modulator 22.4, RBBP9 inh 3.4, Runt-CBFb FRET -1.4, EP2 antag 1.7 and Hck Nef HTS -6.5.
For N#Cc1ccc(CSc2nnc3[nH]c(=O)cc(N)n23)cc1 the results were PERK inhibitor 1.2, TNF death inh 0.3, L929 necroptosis 7.8, Runt-SMMHC FRET -1.2, EP2 modulator 10.0, RBBP9 inh -0.7, Runt-CBFb FRET 1.6, EP2 antag 9.1 and Hck Nef HTS 19.5.
COC(CNC(=O)c1c[nH]c2ccc(S(=O)(=O)N3CCC4(CC3)OCCO4)cc2c1=O)OC was read as PERK inhibitor 0.4, TNF death inh -1.5, Runt-SMMHC FRET 0.6, EP2 modulator 44.0, RBBP9 inh 0.6, Runt-CBFb FRET -1.4, EP2 antag 10.4 and Hck Nef HTS -10.7.
Screening COc1ccc(COCC(O)CN2CCC(C(N)=O)CC2)cc1 (stereo unspecified) returned PERK inhibitor 0.0, TNF death inh 2.8, L929 necroptosis 0.2, Runt-SMMHC FRET 0.5, EP2 modulator 26.3, RBBP9 inh 2.1, Runt-CBFb FRET 0.2, EP2 antag 8.9 and Hck Nef HTS 25.0.
For Cc1nc(-c2ccc(S(=O)(=O)N3CCN(Cc4ccccc4)CC3)s2)cs1 the results were PERK inhibitor -0.4, TNF death inh 2.0, L929 necroptosis 0.0, Runt-SMMHC FRET 1.9, EP2 modulator -42.1, RBBP9 inh -11.1, Runt-CBFb FRET 0.4, EP2 antag 8.2 and Hck Nef HTS 17.3.
Screening CCNS(=O)(=O)c1ccc(NC(=O)c2ccccc2OCC)cc1 returned PERK inhibitor -1.1, TNF death inh -0.1, L929 necroptosis 0.1, Runt-SMMHC FRET 0.5, EP2 modulator 10.3, RBBP9 inh -6.3, Runt-CBFb FRET 0.0, EP2 antag 5.9 and Hck Nef HTS -4.4.
`Cc1ccc(C(=O)N/N=C\c2ccc([N+](=O)[O-])o2)cn1` gave PERK inhibitor 0.1, TNF death inh -10.7, L929 necroptosis 6.4, Runt-SMMHC FRET -1.9, EP2 modulator 6.8, RBBP9 inh 7.2, Runt-CBFb FRET 8.2, EP2 antag 5.5 and Hck Nef HTS -0.2.
For COc1ccc(-n2c(C)cc(C(=O)CSc3nn4c(=O)c(C(C)(C)C)nnc4s3)c2C)cc1 the results were PERK inhibitor 0.3, TNF death inh -2.6, L929 necroptosis 0.4, Runt-SMMHC FRET -7.7, EP2 modulator 6.8, RBBP9 inh 5.0, Runt-CBFb FRET 10.4, EP2 antag 2.1 and Hck Nef HTS 9.0.
Cc1ccc(-n2c(-c3cnccn3)n[nH]c2=S)c(Br)c1 was read as PERK inhibitor 0.2, TNF death inh -0.4, L929 necroptosis 1.9, Runt-SMMHC FRET -2.2, EP2 modulator 13.9, RBBP9 inh -9.3, Runt-CBFb FRET 4.6, EP2 antag 7.1 and Hck Nef HTS 15.1.
CC(=O)Oc1ccc2occ(/C=N/c3cc(=O)[nH]c(=S)[nH]3)c(=O)c2c1 was read as PERK inhibitor 0.4, TNF death inh -0.4, L929 necroptosis 0.2, Runt-SMMHC FRET -7.5, EP2 modulator 8.7, RBBP9 inh -2.7, Runt-CBFb FRET 16.4, EP2 antag 6.8 and Hck Nef HTS 23.3.
O=C(c1ccccc1)c1cc([N+](=O)[O-])ccc1N1CCCC1 was read as PERK inhibitor -1.0, TNF death inh 0.9, L929 necroptosis 0.8, Runt-SMMHC FRET -0.3, EP2 modulator -2.7, RBBP9 inh 1.4, Runt-CBFb FRET -2.4, EP2 antag 3.3 and Hck Nef HTS -0.6.
Cc1nc2ccc(F)cc2cc1C(=O)NCc1ccco1 was read as PERK inhibitor 0.6, TNF death inh -1.2, L929 necroptosis 0.2, Runt-SMMHC FRET 4.4, EP2 modulator 2.6, RBBP9 inh -2.8, Runt-CBFb FRET 2.1, EP2 antag 11.6 and Hck Nef HTS 1.7.
For Cn1cnnc1SCCC(=O)Nc1ccccc1 the results were PERK inhibitor -0.2, TNF death inh -2.7, L929 necroptosis -0.1, Runt-SMMHC FRET 0.8, EP2 modulator -23.5, RBBP9 inh -6.5, Runt-CBFb FRET 0.2, EP2 antag 1.6 and Hck Nef HTS 0.2.
For COc1ccc(CNC(=O)CSCc2c(F)cccc2Cl)cc1 the results were PERK inhibitor 0.3, TNF death inh 0.2, L929 necroptosis 0.1, Runt-SMMHC FRET 0.0, EP2 modulator -17.2, RBBP9 inh -5.9, Runt-CBFb FRET -1.4, EP2 antag 4.7 and Hck Nef HTS -1.5.
For COC(=O)c1ccc2c(=O)n(CC3CCCO3)c(SCC(=O)Nc3ccc(OC)cc3OC)nc2c1 (stereo unspecified) the results were PERK inhibitor 0.2, TNF death inh 3.8, L929 necroptosis -0.7, Runt-SMMHC FRET -10.3, EP2 modulator -5.7, RBBP9 inh 1.1, Runt-CBFb FRET -3.7, EP2 antag 2.5 and Hck Nef HTS 23.2.
`O=C(NCc1ccc2c(c1)OCO2)c1cc2ccccc2oc1=O` gave PERK inhibitor 1.2, TNF death inh -1.3, L929 necroptosis -0.1, Runt-SMMHC FRET -7.8, EP2 modulator -26.5, RBBP9 inh -7.8, Runt-CBFb FRET -2.6, EP2 antag 21.9 and Hck Nef HTS 9.0.
`Cc1ccc(OCc2nnc(NC(=O)OCC(C)C)s2)c(C)c1` gave PERK inhibitor 0.7, TNF death inh -2.8, L929 necroptosis 0.0, Runt-SMMHC FRET -7.9, EP2 modulator 6.5, RBBP9 inh -1.7, Runt-CBFb FRET -0.2 and Hck Nef HTS 1.4.
Screening CC(=O)c1c(C)[nH]c(C(=O)N2CCN(c3ccc(F)cc3)CC2)c1C returned PERK inhibitor -0.4, TNF death inh -1.1, L929 necroptosis -0.9, Runt-SMMHC FRET -1.4, EP2 modulator -2.9, RBBP9 inh -1.2, Runt-CBFb FRET 2.8, EP2 antag 10.8 and Hck Nef HTS -8.9.
For CS(=O)(=O)N(CC(=O)Nc1ccc(C(N)=O)cc1)C1CCCCC1 the results were PERK inhibitor 0.6, TNF death inh 0.9, L929 necroptosis 0.4, Runt-SMMHC FRET -0.2, EP2 modulator 3.0, RBBP9 inh -8.3, Runt-CBFb FRET 0.8, EP2 antag 5.5 and Hck Nef HTS -2.0.
For O=C(O)CC(NC(=O)COc1ccc(Cl)cc1Cl)C(=O)O (stereo unspecified) the results were PERK inhibitor 1.5, TNF death inh -1.6, L929 necroptosis 0.4, Runt-SMMHC FRET -3.1, EP2 modulator 15.7, RBBP9 inh 1.7, Runt-CBFb FRET 2.0, EP2 antag 11.3 and Hck Nef HTS 3.1.
Screening Cc1ccc(C(N)=S)c(C)c1 returned PERK inhibitor 0.9, TNF death inh -5.1, L929 necroptosis -0.5, EP2 modulator -18.1, RBBP9 inh -9.7, EP2 antag 6.7 and Hck Nef HTS 2.3.
